GPR55 activation = GPR55 agonists via beta-arrestin recruitment, primary screen, imaging, U2OS cells, beta-arrestin-GFP redistribution (AID 1961). G-protein coupled receptor 55 (Homo sapiens). U2OS GPR55 beta-arrestin-GFP redistribution imaging; higher % means a stronger effect. activation, % at 10 µM; hits with a dose series show EC50 in µM. actives 0.048% (n = 290,000);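 active means activation above 40% with more than 50 cells counted in the well; inconclusive means wells holding fewer than 50 cells, flagged as toxic or sparse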;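 further: U2OS osteosarcoma cells stably expressing GPR55 and beta-arrestin-GFP; plate controls were DMSO negative control for no effect and LPI positive control for full effect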
Dengue-2 NS5 capping = Dengue-2 NS5 methyltransferase inhibitors, primary screen, biochemical, confirmation dose response (AID 588689). inhibition, % at 25 µM, or IC50 in µM where a hit was titrated. Dengue-2 NS5 methyltransferase capping enzyme assay, biochemical; higher % means a stronger effect. actives 0.3% (n = 340,000); in the data active means a potency from the dose series; inconclusive means inhibition above about 29% without an active follow-up result
KOR beta-arrestin-1 = KOR antagonists, beta-arrestin recruitment, cell-based, luminescence, uHTS (AID 1778); KOR beta-arrestin recruitment, luminescence, antagonist mode; higher % means a stronger effect; actives 0.091% (n = 290,000); inhibition, % at 10 µM; hits with a dose series show IC50 in µM; in the data active means inhibition above about 50%; further: strong numbers were not always called active
NOD1 NF-kB reporter = NOD1 signaling inhibitors, primary screen, cell-based, luminescence, uHTS (AID 1578); NOD1-driven NF-kB luciferase reporter cells, luminescence; higher % means a stronger effect; inhibition, % at 4 µM; hits with a dose series show EC50 in µM; actives 1% (n = 290,000); in the data active means inhibition mostly above about 36%, no sharp cut-off; inactive means mostly below about 34%;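 further: HEK-293T reporter cells stimulated with the NOD1 agonist gamma-tri-DAP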
West Nile antiviral = West Nile virus antiviral activity, cell-based, CPE readout (AID 1621); West Nile virus-infected cells, CPE inhibition; higher % means a stronger effect; one-dose CPE inhibition, % at 10 µM; IC50 in µM for titrated hits; actives 0.02% (n = 290,000); in the data active means a potency from the dose series; inconclusive means CPE inhibition mostly from about 3.7% at the one dose, without a potency; inactive means the rest, 99 in 100 with CPE inhibition below about 2.2%; further: strong numbers were not always called active
GPR35 arrestin U2OS = GPR35 antagonists blocking zaprinast-driven arrestin recruitment, primary screen, imaging, U2OS, beta-arrestin-GFP, zaprinast agonist (AID 2058). G-protein coupled receptor 35 (Homo sapiens). U2OS GPR35 beta-arrestin-GFP translocation imaging, zaprinast antagonism; higher % means a stronger effect. inhibition, % at 10 µM; hits with a dose series show IC50 in µM. actives 0.052% (n = 290,000);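 active means inhibition of at least 50% with at least 30 cells and total cytoplasm GFP at most 10,000,000; inconclusive means under 30 cells or total GFP of 10,000,000 plus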
HIV peptide binding = inhibitors of HIV fusion peptide binding, primary screen, biochemical, uHTS, fluorescence dequenching (AID 1986); cell-free peptide binding, fluorescence dequenching, 30 min; higher % means a stronger effect; inhibition, % at 20 µM; hits with a dose series show IC50 in µM; actives 0.3% (n = 290,000); in the data active means inhibition mostly above about 52%, no sharp cut-off; inactive means mostly below about 76%; further: some results filed as inactive read as strong as hits
KOR beta-arrestin-2 = KOR agonists, beta-arrestin recruitment, primary screen, cell-based, luminescence, uHTS (AID 1777); KOR beta-arrestin recruitment, luminescence; higher % means a stronger effect; actives 0.02% (n = 280,000); activation, % at 10 µM; hits with a dose series show EC50 in µM; Kappa-type opioid receptor (Homo sapiens); in the data active means activation above about 50%, passing the limit was not always enough; further: a part of the inactive calls stands beside numbers as strong as those of hits
GPR55 antagonists = GPR55 antagonists blocking LPI-driven arrestin recruitment, primary screen, imaging, U2OS, beta-arrestin-GFP, LPI agonist (AID 2013). G-protein coupled receptor 55 (Homo sapiens). U2OS GPR55 beta-arrestin-GFP translocation imaging, LPI antagonism; higher % means a stronger effect. one-dose inhibition, % at 10 µM; IC50 in µM for titrated hits. actives 0.13% (n = 290,000);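 active means spots per cell inhibited over 60%, with over 100 cells counted and total cytoplasm intensity under 500,000; inconclusive means wells with under 100 cells, flagged as likely toxic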;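 further: U2OS cells stably carrying GPR55 and arrestin-GFP stimulated by 5 µM LPI near EC80; imaged beta-arrestin-GFP aggregate spots per cell after agonist stimulation; plate controls were LPI-stimulated DMSO wells for no effect and DMSO wells without LPI for full effect; some results filed as inactive read as strong as hits; confirmed hits need IC50 under 10 µM and bright autofluorescent wells are also inconclusive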
Dengue-2 NS5 capping pilot replicate = further read-out of Dengue-2 NS5 capping, marked with its call; inhibition, %; measured here: pilot screen replicate inhibition
Starred values were filed as active, the others as inactive; ? = inconclusive; . = no result given; & = joins results of further samples; [ ] = another dose, or the depositor's remark. An excerpt; count on the stated rates, not on these rows.

SMILES	GPR55 activation	Dengue-2 NS5 capping	KOR beta-arrestin-1	NOD1 NF-kB reporter	West Nile antiviral	GPR35 arrestin U2OS	HIV peptide binding	KOR beta-arrestin-2	GPR55 antagonists	others
Cc1ccc(C)c(OCCCN2CCNCC2)c1	0.0%	1%	-52%[20 µM]	-22%	0.1%	-1%	-0.7%	1.0%	13%
C=CCN(CC=C)S(=O)(=O)c1ccc(C(=O)Nc2nnc(CSC)o2)cc1	-0.4%	2%	17%	-24%	-1.5%	6%	10%	-2.1%	4%
CCOc1c(C)cc(-c2ncccc2O)cc1C	-0.6%&-0.1%	-3%&2%	-10%&-30%	-35%&5%	0.3%&0.1%	5%&6%	0.5%&-0.5%	0.8%	-2%&8%
CCOc1ccc(/C=N/NC(=O)C(OC)c2ccccc2)cc1 (stereo unspecified)	0.0%	.	-1%	-10%	0.6%	5%	1.5%	-6.9%	5%
CC(C)NC(=O)C1CCN(C(=O)C(C(=O)c2ccccc2)n2cc(Cl)ccc2=O)CC1 (stereo unspecified)	-0.1%	5%	39%	7%	0.1%	-2%	-0.3%	-2.7%	8%	Dengue-2 NS5 capping pilot replicate=1.8
CSc1nc(-c2ccccc2)nc(N2CCN(C)CC2)c1C(C)=O	-0.2%	-3%	-14%	-12%	0.0%	-2%	25%	-6.7%	-8%
COc1cccc(-c2nnc(SCCC(=O)O)n2C)c1	-0.1%	0%	-65%	25%	0.7%	7%	-2.8%	4.1%	7%
CCN(Cc1ccccc1)C(=O)CSc1n[nH]c(N)n1	-0.2%	-1%	-1%	-20%	-0.2%	-2%	-0.4%	0.6%	6%
O=C(CN1CCN(Cc2ccccc2)CC1)NC(=O)NC1CCCCC1	0.0%	-4%	18%	-16%	-0.8%	-10%	0.8%	-3.7%	-4%
Cc1nc(SCC(=O)NCc2ccco2)[nH]c(=O)c1C	-0.1%	5%	-11%	-20%	0.0%	3%	-1.2%	4.0%	7%
COc1c(OC(C)=O)ccc(/C=C/c2ccc3ccccc3n2)c1[N+](=O)[O-]	-0.2%	1%	4%	-17%	3.0%	19%	0.1%	-3.0%	2%
OCC[C@@H]1C[C@@H](O)[C@H](O)[C@@]2(CCc3ccccc3O2)O1	-0.2%	-9%	-18%[20 µM]	9%	-0.1%	1%	1.8%	-2.9%	-4%
CCCCN(C)CCN1C(=O)C2C(C(=O)Nc3ccc(Cl)cc3)C3C=CC2(O3)C1C(=O)NC1CCCCC1 (stereo unspecified)	0.2%	-3%	-30%	-20%	-0.8%	2%	0.8%	-2.5%	18%
CCOc1ccc(C2C(C#N)=C(N)Oc3cc(C)n(CCN(C)C)c(=O)c32)cc1OCC (stereo unspecified)	-0.2%	1%	-18%	-16%	1.3%	7%	-0.3%	0.0%	-3%	Dengue-2 NS5 capping pilot replicate=-7.6
Cc1csc(NC(=O)c2ccc(OCC3CCCO3)cc2)n1 (stereo unspecified)	-0.3%	-7%	25%	-34%	-0.9%	-12%	1.4%	-1.6%	0%
O=C(Cc1ccc2ccccc2c1)Nc1ccccc1Br	0.0%	-1%	35%	-2%	-0.6%	4%	-0.4%	-1.3%	.
O=C(c1ccc(S(=O)(=O)Nc2ccccc2)cc1)N1CCCC(C(F)(F)F)C1 (stereo unspecified)	-0.1%	-11%	-2%	-28%	-1.3%	3%	0.0%	2.7%	8%
Cc1cc(NS(=O)(=O)c2ccc(NC(=O)c3cc(-c4ccccc4Cl)nc4ccccc34)cc2)no1	0.2%	5%	.	-7%	-0.4%	-1%	57%	0.3%	6%
COc1ccc(OC)c(NC(=O)C(C)Oc2ccc(Br)cc2)c1 (stereo unspecified)	-0.1%	.	4%[20 µM]	-6%	-0.5%	-15%	-1.5%	-4.9%	9%
Cc1ccc(NC(=O)CN(C)C(=O)/C=C/c2cccc(F)c2)cc1	-0.4%	2%	1%	-2%	0.9%	-8%	1.9%	6.2%	8%
COc1ccc(C(=O)CCC(=O)Nc2ccc(Cl)cc2)cc1	-0.1%	5%	1%[20 µM]	-29%	0.4%	2%	-1.6%	-8.6%	-2%
O=C(c1cnc2n(c1=O)CCS2)N(C1CCCCC1)C1CCCCC1	-0.1%	-2%	-3%	-10%	0.1%	-4%	0.0%	-1.6%	-8%
C/C(CC(=O)Nc1ccc2c(c1)OCCO2)=N\NC(=O)c1ccc([N+](=O)[O-])cc1Cl	-0.1%	2%	-18%	-5%	0.3%	7%	-2.3%	1.4%	-4%
Cc1ccc(C)c(N2CCN(C(=O)CCCn3c(=O)c4cccn4c4cccnc43)CC2)c1	-0.3%	2%	-21%	3%	0.6%	-4%	-1.5%	3.3%	5%
CC(C)(C)c1ccc(Cn2nc(CC(=O)O)c3ccccc3c2=O)cc1	-0.1%	-3%	-59%[20 µM]	18%	-0.1%	0%	2.5%	-2.0%	3%

Other results.
SMILES	GPR55 activation	Dengue-2 NS5 capping	KOR beta-arrestin-1	NOD1 NF-kB reporter	West Nile antiviral	GPR35 arrestin U2OS	HIV peptide binding	KOR beta-arrestin-2	GPR55 antagonists	others
COC(=O)c1ccc(NC(=S)N2CCN(Cc3ccccc3OC)CC2)cc1	-0.1%	-11%	-27%[20 µM]	-17%	-0.8%	-6%	0.1%	0.6%	9%
Cc1ccc(Cn2c(=N)n(CC(O)COc3ccccc3)c3ccccc32)cc1 (stereo unspecified)	-0.1%	2%	.	-22%	-1.4%	4%	-0.8%	0.6%	38%
O=C(O)C1Nc2c(C(F)(F)F)ccc(Cl)c2C2C=CCC12 (stereo unspecified)	-0.1%	3%	-14%	-4%	0.5%	-5%	38%	-2.8%	-3%
NNC(=S)Nc1ccc(C(F)(F)F)cc1Cl	0.0%	5%	-15%	-15%	-0.3%	-1%	-0.9%	2.6%	11%
CCc1ccccc1NC(=O)CC(NCc1ccccc1)C(=O)O (stereo unspecified)	0.3%	9%	-38%	11%	-0.1%	-2%	1.7%	5.6%	0%
CC(NS(=O)(=O)c1ccc2c(c1)OCCO2)c1ccccc1 (stereo unspecified)	-0.1%	-6%	-48%[20 µM]	27%	-0.7%	-2%	-1.3%	0.3%	5%
CCOc1ccc(N=CNc2ccc(OCC)cc2)cc1	-0.3%	-6%	-19%	-3%	0.7%	-4%	-0.4%	0.8%	4%
CN1C(=O)NC(c2ccc(O)cc2)C(C(=O)c2cccs2)C1(O)C(F)(F)F (stereo unspecified)	0.0%	-1%	11%	4%	0.1%	3%	2.4%	-2.6%	6%
CC(=O)c1cccc(NC(=O)N2C3CCC2CC(NC(=O)Nc2ccccc2)C3)c1 (stereo unspecified)	0.0%	-4%	-11%[20 µM]	30%	0.8%	-9%	0.8%	3.7%	4%
Cc1cccn2c(=O)c3cc(S(=O)(=O)c4ccccc4)c(=N)n(Cc4cccnc4)c3nc12	2.6%	?	8%	7%	1.0%	-1%	9.3%	-1.0%	9%
Cc1nn(Cc2c(Cl)cccc2Cl)c(C)c1C(=O)NCc1ccc(C)n1C	0.3%	14%	-22%	-10%	0.3%	10%	1.3%	1.2%	11%
Cc1ccc(C(=O)NCCNS(=O)(=O)c2ccccc2)cc1	0.2%	-5%	18%	13%	-0.3%	0%	3.4%	-9.3%	-2%
COc1ccc(C(=O)Nc2nnc(S(=O)(=O)N(C)Cc3ccc(F)cc3)s2)cc1OC	-0.1%	-7%	-2%	.	-0.5%	-15%	-0.4%	-2.7%	16%
CCCCNC(=O)c1onc(CSc2cccc(F)c2)c1C(=O)O	0.2%	-1%	-7%	-11%	-0.1%	14%	7.9%	2.6%	-1%
COc1cccc(CN2CC(C(=O)NCCN3CCOC3=O)CCC2=O)c1 (stereo unspecified)	-0.2%	-10%	-8%	-24%	0.0%	11%	-0.6%	1.1%	3%
Cc1ccc(C(=O)C2=C(O)C(=O)N(CC3CCCO3)C2c2ccccc2F)o1 (stereo unspecified)	-0.1%	6%	-15%	-39%	0.2%	4%	-3.0%	-0.5%	2%
CCOc1ccc(C2C(=O)N(C3CCCCC3)CC(=O)N2CC2CCCO2)cc1OC (stereo unspecified)	-0.1%	1%	19%	0%	.	-9%	1.5%	1.6%	23%
Cc1noc(NS(=O)(=O)c2ccc(NC(=O)c3cc(-c4ccccc4Cl)nc4ccccc34)cc2)c1C	-0.1%	13%	34%	-33%	-0.5%	-4%	57%	-0.1%	15%
Cn1nc(CC(=O)NC2CCCCC2)c2ccccc2c1=O	0.1%	1%	-15%	-12%	-0.5%	-1%	0.7%	5.1%	-19%
CCCc1c(O)c2ccccc2n(-c2ccccc2)c1=O	-0.1%	-1%	-30%	0%	0.2%	-1%	-1.9%	0.9%	8%
CCC(=O)Nc1cc(C(F)(F)F)ccc1N1CCCC1	0.2%	-2%	-10%[20 µM]	-27%	-0.4%	-1%	0.9%	.	-7%
NC(=O)c1cc(S(=O)(=O)NCc2ccc(F)cc2)cs1	-0.2%	7%	-23%	26%	0.5%	4%	1.2%	9.9%	-4%
COc1ccc(NC(=O)C(c2cc3c(cc2[N+](=O)[O-])OCO3)N(C)c2ccccc2)cc1 (stereo unspecified)	-0.2%	-5%	27%	-10%	-0.5%	-12%	24%	3.6%	4%
O=C(COc1nc2ccccc2nc1N1CCOCC1)NCC(F)(F)F	-0.1%	1%	22%	-6%	-0.2%	-20%	1.1%	-2.4%	10%
COc1cccc(NC(=O)COc2cc(C)cc3oc(=O)cc(C)c23)c1	0.1%	-7%	-36%	-26%	0.0%	2%	1.4%	-1.4%	6%
CCOC(=O)c1oc2c(C)c(O)ccc2c(=O)c1-c1nncn1-c1ccccc1	-0.2%	1%	6%	-10%	-0.3%	-3%	1.9%	-1.6%	9%
CCOc1ccc(Nc2nc(NCc3ccco3)nc(N)c2[N+](=O)[O-])cc1	-0.2%	2%	.	-7%	-0.1%	12%	-0.4%	5.9%	-15%
Cc1nc2ccc([N+](=O)[O-])cc2[nH]1	-0.4%	2%	1%	-21%	0.2%	5%	-1.7%	-2.0%	8%
CC(=O)CC(=O)Nc1cccc2c1CCCC2	-0.2%	-2%	-3%	16%	-0.3%	17%	-0.7%	2.5%	16%
COc1ccccc1N1C(=O)C2CC(C)=C(C)CC2C1=O (stereo unspecified)	-0.2%	6%	10%	-18%	-0.1%	15%	-1.3%	-3.1%	-4%

Assay outcomes: PubChem, several laboratories
